TRPC4 act = TRPC4 (mouse) channel activation | 310,000 compounds, 0.49% hits | B-score at 10 µM | HEK293 TRPC4beta/mu-opioid, Fluo4 calcium fluorescence; stronger effect = higher value | Q9QUQ5;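 active = B-score above 5 SD of library B-scores, and initial fluorescence ratio not above library mean plus 5 SD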;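 also: positive B-score marks a calcium rise read as TRPC4 activation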
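system = HEK293 cells stably co-expressing mouse TRPC4beta and mu-opioid receptor | schedule = Fluo4 dye loading 45 min at room temperature, 110 s recording | measure = B-scored integrated calcium fluorescence ratio | signal = Fluo4 calcium-sensitive dye fluorescence, kinetic, 1 Hz baseline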
TRPC4 potent = TRPC4 (mouse) allosteric potentiation. B-score at 10 µM. HEK293 TRPC4beta/mu-opioid, DAMGO EC20, Fluo-4 Ca2+ flux; stronger effect = higher value. Q9QUQ5. 310,000 compounds, 0.42% hits;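 active = B-score of calcium response area above 5 SD of library B-scores, with initial fluorescence ratio within 5 SD of library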;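 also: B-score of integrated fluorescence ratio over time as area under calcium response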
AI-2 QS mod = Vibrio harveyi AI-2 quorum sensing modulation. Vibrio harveyi JMH597 AI-2 luminescence/OD600 ratio, 9 h; stronger effect = lower value; strain lacks LuxN and CqsS sensors; 0 = neutral-control median. activity change, % at 7.5 µM. 300,000 compounds, 0.4% hits. AID 2094; in the data active = activity change below about -75%, passing the limit was not always enough;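 also: luminescence divided by OD600 gain over 9 h not by final OD600 alone; inactives centre near 13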
TRPC4 inh = inhibitors of mouse TRPC4 channel. Q9QUQ5. 300,000 compounds, 0.39% hits. B-score at 10 µM. AID 2247. HEK293 TRPC4beta/mu-opioid, DAMGO-evoked Fluo4 calcium flux; stronger effect = lower value;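 active = B-score over 3 SD under the library average, no early fluorescence shift, positive overall ratio signal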
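test system = HEK293 cells with stable TRPC4beta plus mu-opioid receptor expression | detection = Fluo4 Ca2+ flux fluorescence | read-out = integrated fluorescence ratio relative to baseline, converted to per-well B score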
MrgX1 antagonist = blocks BAM8-22 activation of human MrgX1 receptor; Q96LB2; B-score at 10 µM; AID 588676; MRGX1-HEK293 calcium flux, Fluo-4, BAM8-22 antagonism; stronger effect = lower value; 310,000 compounds, 1.3% hits;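 active = calcium-response B-score plate-corrected more than 3 library SD below zero, starting fluorescence within 5 deviations, no agonist response on first addition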;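 also: peak minus trough fluorescence over baseline after final BAM8-22 challenge near maximal dose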
TRPC6 activator = activates the mouse TRPC6 cation channel; Q61143; 310,000 compounds, 0.13% hits; B-score at 10 µM; HEK293-TRPC6 membrane potential dye fluorescence; stronger effect = higher value;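 active = B-score of the integrated fluorescence ratio above library mean plus 3 SD, and starting fluorescence ratio within library mean plus 5 SD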;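 also: higher score means more depolarization so channel activation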
Target sequence (Q61143 whole entry, looked up): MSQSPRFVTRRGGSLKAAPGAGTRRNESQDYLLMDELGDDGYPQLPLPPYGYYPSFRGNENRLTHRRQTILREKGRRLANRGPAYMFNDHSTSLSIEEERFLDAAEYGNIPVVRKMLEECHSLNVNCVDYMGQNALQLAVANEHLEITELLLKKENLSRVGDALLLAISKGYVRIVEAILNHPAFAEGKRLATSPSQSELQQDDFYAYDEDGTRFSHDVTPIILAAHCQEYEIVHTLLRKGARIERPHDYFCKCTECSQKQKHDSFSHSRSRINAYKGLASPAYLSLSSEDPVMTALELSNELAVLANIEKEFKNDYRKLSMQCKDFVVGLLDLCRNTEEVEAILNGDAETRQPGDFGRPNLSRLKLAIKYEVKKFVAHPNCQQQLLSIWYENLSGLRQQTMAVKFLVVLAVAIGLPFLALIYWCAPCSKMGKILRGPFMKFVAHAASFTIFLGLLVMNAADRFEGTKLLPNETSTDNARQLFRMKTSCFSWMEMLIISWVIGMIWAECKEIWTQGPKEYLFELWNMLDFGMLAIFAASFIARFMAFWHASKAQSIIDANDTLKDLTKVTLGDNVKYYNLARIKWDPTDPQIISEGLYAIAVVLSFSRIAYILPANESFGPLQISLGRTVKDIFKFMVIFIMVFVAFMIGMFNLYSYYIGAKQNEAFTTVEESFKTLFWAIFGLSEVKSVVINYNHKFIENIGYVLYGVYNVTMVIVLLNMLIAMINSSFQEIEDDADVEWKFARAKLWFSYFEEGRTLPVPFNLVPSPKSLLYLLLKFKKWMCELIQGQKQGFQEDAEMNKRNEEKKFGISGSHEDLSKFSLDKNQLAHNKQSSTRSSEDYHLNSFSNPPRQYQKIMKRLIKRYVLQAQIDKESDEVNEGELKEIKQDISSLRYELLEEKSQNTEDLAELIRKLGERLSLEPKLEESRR
TRPC6 inh = blocks the mouse TRPC6 cation channel. HEK293-TRPC6, membrane potential dye, ACh-evoked depolarization; stronger effect = lower value. Q61143. 310,000 compounds, 1.1% hits. B-score at 10 µM. AID 2553;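 active = B-score under library mean minus 3 SD, initial fluorescence not abnormally high, positive integrated signal ratio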;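 also: B-score derived from integrated fluorescence ratio over the kinetic read; more negative B-score means stronger inhibition of depolarization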
HIF activator = HIF pathway transcriptional activation. U2OS HRE-luciferase reporter, luminescence; normalized: DMSO 0%, desferrioxamine 100%. 300,000 compounds, 0.32% hits. activation, % at 7.5 µM (by protocol);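 active = mean activation of at least 10% of the iron chelator positive control signal, with at least half of replicates also reaching 10%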
MrgX1 ag = human MrgX1 receptor agonism, primary screen. Q96LB2. MrgX1-HEK293 cells, Fluo-4 calcium fluorescence, agonist mode; stronger effect = higher value. B-score at 10 µM. 310,000 compounds, 0.44% hits. AID 588627;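 active = calcium response B-score plate-corrected fluorescence ratio at least 3 library SD, with starting fluorescence B-score inside 5 SD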
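Material: MrgX1-expressing HEK293 cells / Dosing: compound as first of three additions / Incubation: overnight seeding, then 1 h dark dye loading / Signal: Fluo-4 NW calcium fluorescence / Evaluation: B-scored fluorescence response ratio / Benchmarks: positive and negative control wells on each plate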
PolyA inhibitor = inhibitors of polyadenylation in S. cerevisiae. S. cerevisiae SKY197-pL101 polyadenylation reporter, beta-gal luminescence; efflux-impaired pdr1/pdr3 knockout yeast; score 100 = 6 SD above DMSO. calls only at 12 µM. 300,000 compounds, 0.02% hits. AID 1875;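 active = lowest replicate activity score at least 50, where 100 means six control SD above control mean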;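 also: yeast exposed to compound for 9 h at 30 °C; higher score means more reporter readthrough which indicates perturbed polyadenylation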
MrgX1 allo act = human MrgX1 positive allosteric modulation, primary screen; Q96LB2; MrgX1-HEK293, Fluo-4 calcium flux, FDSS; stronger effect = higher value; B-score at 10 µM; 310,000 compounds, 0.63% hits; AID 588675;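 active = plate-corrected calcium response at least 3 library SD above typical, normal starting fluorescence, not activating the receptor alone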;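 also: compound read alongside a low EC10 to EC30 dose of BAM8-22 agonist; peak minus trough fluorescence over baseline measured at the second addition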
Active calls of the source: *; i = inactive; · = no result given.

SMILES | TRPC4 act | TRPC4 potent | AI-2 QS mod | TRPC4 inh | MrgX1 antagonist | TRPC6 activator | TRPC6 inh | HIF activator | MrgX1 ag | PolyA inhibitor | MrgX1 allo act
CC(=O)Nc1ccc(CNC(=O)C[N+]2(C)CCOCC2)cc1 | i | i | 4 | i | i | i | i | 0.0 | i | i | i
Cc1ccc2c(C)cc(=S)[nH]c2c1 | i | i | 35 | i | · | i | i | -0.2 | · | i | ·
COc1cc2nc(SCc3ccc(F)cc3)n(Cc3cccs3)c(=N)c2cc1OC | i | i | 24 | i | i | i | i | -0.7 | i | i | i
CN1C(=O)NC(c2cccc([N+](=O)[O-])c2)C2=C1CC(C)(C)CC2=O (stereo not given) | i | i | 8 | i | i | i | i | 0.0 | i | i | i
Cc1ccc(Oc2nc(CN3CCOCC3)nc3sc4c(c23)CCC(C)C4)cc1C (stereo not given) | i | i | 9 | i | i | i | i | -0.6 | i | i | i
COc1ccc(N2CCN(CCCn3c(=S)[nH]c4ccccc4c3=O)CC2)cc1 | i | i | 23 | i | i | i | i | -2.1 | i | i | i
O=C(CSc1ccc2nnc(-c3ccc(Cl)cc3)n2n1)N1CCCC1 | i | i | 29 | i | i | i | i | 0.1 | i | i | i
CCN(CC)C(=O)COc1cccc2ccccc12 | i | i | 31 | i | i | i | i | 0.1 | i | i | i
COc1ccc(OC)c(N(CC(=O)Nc2ccc3c(c2)OCCO3)S(C)(=O)=O)c1 | i | i | 15 | i | i | i | i | 0.1 | i | i | i
COc1ccc(OC)c(-c2cc(-c3cccnc3)nc(N)c2C#N)c1 | i | i | 11 | i | i | i | i | -0.9 | i | i | i
COC(=O)/C(=C(/F)Sc1cc(C)c(O)c(C)c1)C(F)(F)F | i | i | 20 | i | i | i | i | -0.2 | i | i | i
CCc1nc2ccc(C(=O)Nc3cccc(C(C)=O)c3)cc2nc1CC | i | i | 3 | i | i | i | i | -0.9 | i | i | i
CCOc1ccc2[nH]c3c(NCCC(C)C)ncnc3c2c1 | i | i | 29 | i | i | i | i | -15 | i | i | i
Cc1ccn2c(-c3n[nH]c(=S)n3Cc3ccccc3)c(C)nc2c1 | i | i | 24 | i | i | i | i | 0.4 | i | i | i
CN1CCN(C2OC(=O)c3ccccc32)CC1 (stereo not given) | i | i | 30 | i | i | i | i | 1.0 | i | i | i
CC(C)Cc1nnc(NC(=O)CCC(=O)Nc2ccccc2F)s1 | i | i | 11 | i | i | i | i | 0.7 | i | i | i
O=C(/C=C/c1c(F)cccc1Cl)Nc1cccnc1 | i | i | 10 | i | i | i | i | -6.7 | i | i | i
COc1ccccc1NC(=O)c1cc(S(=O)(=O)N2CCc3ccccc32)ccc1F | i | i | 2 | i | i | i | i | 0.0 | i | i | i
CC1Cc2cc(/C(O)=C3/C(=O)C(=O)N(CCCN(C)C)C3c3ccncc3)ccc2O1 (stereo not given) | i | i | 20 | i | · | i | i | 0.1 | · | i | ·
COc1ccc(-c2cc(=O)oc3c(C)c(OC(C)C(=O)Nc4ccc(CN5CCOCC5)cc4)ccc23)cc1 (stereo not given) | i | i | 27 | i | i | i | i | 0.3 | i | i | i
COc1cc(NS(=O)(=O)c2ccc(NC(=O)c3ccc(Cl)cc3Cl)cc2)ncn1 | i | i | 25 | i | i | i | i | -0.3 | i | i | i
Cc1cc(C)c2nc(C)cc(Nc3ccc(C(=O)N(C)C)cc3)c2c1 | i | i | 5 | i | i | i | -5.4* | 0.1 | i | i | i
COCCNC(=O)C1CC2Cn3c(nc4cc5ccccc5cc43)C2N1C (stereo not given) | i | i | 8 | i | -5.3* | i | i | 0.1 | i | i | i
Cc1onc(-c2ccccc2)c1NC(=O)N(Cc1ccccc1)C(C)C | i | i | 8 | i | i | i | i | 55* | i | i | i
OCCC1CN(Cc2nc3c(s2)CCCC3)CCN1Cc1ccsc1 (stereo not given) | i | i | 18 | i | i | i | i | -0.5 | i | i | i
C/C(=N\NC(=O)CCc1ccc(S(=O)(=O)N2CCOCC2)cc1)c1ccc(Br)cc1 | i | i | 0 | i | i | i | i | 0.8 | i | i | i
CS(=O)(=O)N(CC(=O)Nc1ccccc1C(=O)N1CCCC1)c1cccc([N+](=O)[O-])c1 | i | i | 8 | i | i | i | i | -0.2 | i | i | i
CCCn1c(SCC(=O)Nc2ccc(NC(C)=O)cc2)nc2c1c(=O)n(C)c(=O)n2C | i | i | 15 | i | i | i | i | -0.1 | i | i | i
CCNC(=O)c1ccc2c(c1)S(=O)(=O)c1ccccc1C2=O | i | i | 14 | i | i | i | i | -0.5 | i | i | i
CCOC(=O)CSc1nc2c(c(=O)n1-c1ccc(OC)cc1)SCC2 | i | i | 15 | i | i | i | i | -0.3 | i | i | i
Clc1ccc(-n2ncc3c(NCc4ccc5c(c4)OCO5)ncnc32)cc1 | i | i | 19 | i | i | i | i | 0.7 | i | i | i
O=C1CC(NS(=O)(=O)c2ccc([N+](=O)[O-])cc2)CN1c1ccc(Cl)cc1 (stereo not given) | i | i | 35 | i | i | i | i | -0.3 | i | i | i
COc1ccc2cc(C(=O)CS(=O)(=O)c3ccccc3)c(=O)oc2c1 | i | i | 2 | i | i | i | i | -0.2 | i | i | i
c1ccc(-n2ncc3c2ncn2nc(-c4ccco4)nc32)cc1 | i | i | 10 | i | i | i | i | · | i | i | i
COc1ccc(CNC(=O)c2sc(=S)n(-c3ccccc3)c2N)cc1 | i | i | 3 | i | i | i | i | 0.5 | i | i | i
CCC(C)(C(=O)NC1CCCCC1)N(C(=O)Cc1cccs1)c1ccccc1 (stereo not given) | i | i | 8 | i | i | i | i | -0.7 | i | i | i
Cc1ccc(N2C(=O)CS/C2=C(\C(Cl)=C(Cl)Cl)[N+](=O)[O-])cc1 | i | i | 19 | i | i | i | i | · | i | i | i
Cc1ccc(-c2cccc(CN3CCN(C4CCN(C(C)C)CC4)C(CCO)C3)c2)o1 (stereo not given) | i | i | 18 | i | i | i | i | -0.5 | i | i | i
Cc1ccc(-c2csc3ncnc(Cl)c23)cc1 | i | i | -1 | i | i | i | i | -0.2 | i | i | i
COC(=O)CCC(=O)c1ccn(S(=O)(=O)c2ccccc2)c1 | i | i | 7 | i | i | i | i | -0.4 | i | i | i
Cc1noc(C)c1CSCC(=O)N1CCN(c2ccc([N+](=O)[O-])cc2)CC1 | i | i | 1 | i | i | i | i | -0.1 | i | i | i
COc1ccc(C2=CC(c3ccc(F)cc3)n3nnnc3N2)cc1 (stereo not given) | i | i | 9 | i | i | i | i | 0.3 | i | i | 7*
COc1cc(C(=O)NCc2ccc(-c3nc4ccccc4s3)cc2)cc(OC)c1OC | i | i | 11 | i | i | i | i | 0.7 | i | i | i
CCn1c(CCNC(=O)c2ccc(C)cc2)n[nH]c1=S | i | i | 24 | i | i | i | i | -0.9 | i | i | i
COc1ccccc1N1CCN(CC(O)COc2c(OC)cccc2OC)CC1 (stereo not given) | i | i | 22 | i | i | i | i | 0.2 | i | i | i
Cc1cccc(-n2c(Cc3cc(=O)[nH]c(=O)[nH]3)nnc2SC(C)C)c1 | i | i | 1 | i | -6.6* | i | i | -0.5 | i | i | i
Cc1ccc(CNCC(O)c2ccccc2)s1 (stereo not given) | i | i | 27 | i | i | i | i | -22 | i | i | i
CCCn1c(C(O)c2cccc(OC)c2)nc2ccccc21 (stereo not given) | i | i | 18 | i | · | i | i | -0.9 | · | i | ·

Arranged by molecular weight (largest number first): four of the compounds above
SMILES | TRPC4 act | TRPC4 potent | AI-2 QS mod | TRPC4 inh | MrgX1 antagonist | TRPC6 activator | TRPC6 inh | HIF activator | MrgX1 ag | PolyA inhibitor | MrgX1 allo act
Cc1noc(C)c1CSCC(=O)N1CCN(c2ccc([N+](=O)[O-])cc2)CC1 | i | i | 1 | i | i | i | i | -0.1 | i | i | i
Cc1ccc(N2C(=O)CS/C2=C(\C(Cl)=C(Cl)Cl)[N+](=O)[O-])cc1 | i | i | 19 | i | i | i | i | · | i | i | i
COC(=O)CCC(=O)c1ccn(S(=O)(=O)c2ccccc2)c1 | i | i | 7 | i | i | i | i | -0.4 | i | i | i
CCn1c(CCNC(=O)c2ccc(C)cc2)n[nH]c1=S | i | i | 24 | i | i | i | i | -0.9 | i | i | i

Remaining list, next part.
SMILES | TRPC4 act | TRPC4 potent | AI-2 QS mod | TRPC4 inh | MrgX1 antagonist | TRPC6 activator | TRPC6 inh | HIF activator | MrgX1 ag | PolyA inhibitor | MrgX1 allo act
COc1ccc(Nc2nc(-c3ccccc3F)nc3ccccc23)cc1OC | i | i | 59 | i | i | i | i | -0.8 | i | i | i
COC(=O)C1=C(C)N=C2SC(C)C(=O)N2C1c1cccc(F)c1 (stereo not given) | i | i | 19 | i | i | i | i | 0.2 | i | i | i
Cc1ccc(NC(=O)O/N=C/c2ccc(F)cc2)cc1 | i | i | -11 | i | i | i | i | 4.8 | i | i | i
CCc1cccc(NC(=O)CSC2=NS(=O)(=O)c3ccccc32)c1 | i | i | 30 | i | i | i | i | 0.6 | i | i | i
Cc1nc(C)c(-c2ccn(S(=O)(=O)c3ccc(Cl)cc3)n2)o1 | i | i | 31 | i | i | i | i | 0.1 | i | i | i
O=C(Nc1ccccc1C(=O)N1CCCCC1)c1cccc(S(=O)(=O)N2CCOCC2)c1 | i | i | 15 | i | i | i | i | -0.2 | i | i | i
O=S(=O)(c1ccccc1)c1cnn2c(C(F)(F)F)cc(-c3ccc(F)cc3)nc12 | i | i | 25 | i | i | i | i | -0.9 | i | i | i
CC(=O)C1=C(c2ccccc2)OC(N)=C(C#N)C1c1ccc(O)cc1 (stereo not given) | i | i | 14 | i | i | i | i | 0.0 | i | i | i
CC(C)c1nnc(NC(=O)C2CCCN2S(=O)(=O)c2ccc(Cl)cc2)s1 (stereo not given) | i | i | 21 | i | i | i | i | -0.3 | i | i | i
Cc1ccc(NC(=O)C/C(N)=N/OC(=O)c2ccccc2)cc1 | i | i | 44 | i | i | i | i | 0.1 | i | i | i
CCC(C)C(NC(=O)OCc1ccccc1)C(=O)OCN1C(=O)c2ccccc2C1=O (stereo not given) | i | i | 26 | i | i | i | i | -8.2 | i | i | i

Not all compounds are listed, so the mix of outcomes need not match the whole.
